Assay outcomes (PubChem)
All columns: NCI-60 one-dose screen, growth in % after 48 h at 10 µM unless noted; 100 = growth as untreated, 0 = no growth, -100 = all killed.
SK-OV-3 – SK-OV-3 ovarian cancer cells. hit rate 3.2% among 80,000. AID 1794785
OVCAR-4 – OVCAR-4 ovarian cancer cells; hit rate 3.7% among 80,000; AID 1794784
OVCAR-5 – OVCAR-5 ovarian cancer; hit rate 2.9% among 82,000
SF-295 – SF-295 CNS cancer cells; AID 1794758; hit rate 5.6% among 79,000
OVCAR-8 – OVCAR-8 ovarian cancer; hit rate 4.4% among 81,000
PC-3 – PC-3 prostate cancer cells; hit rate 3.9% among 80,000; AID 1794754
U251 – U251 CNS tumor cells | hit rate 5.4% among 80,000
OVCAR-3 – OVCAR-3 ovarian cancer; hit rate 7% among 79,000
DU-145 – DU-145 prostate cancer; AID 1794760; hit rate 4.2% among 81,000
* hit, by the source's call; nt = no result given. The calls were made as follows: active = growth percent below 10; inactive = the rest.

Compound	SF-295	OVCAR-5	OVCAR-8	OVCAR-3	U251	PC-3	SK-OV-3	DU-145	OVCAR-4
CCSc1nnc(-c2ccc(NC(=O)c3cccnc3)cc2)n1N	102	112	106	117	104	102	107	117	107
CCCCCN(CCCCC)CC(O)CN1CCCc2ccccc21 (stereo not given)	76	80	96	92	84	86	93	101	75
CCOC(=O)c1ccc(N(CC2CO2)S(=O)(=O)c2ccc(C)cc2)cc1 (stereo not given)	nt	98	93	111	96	86	124	112	105
Nc1nc(SCc2ccc(Cl)cc2Cl)cc(SCc2ccc(Cl)cc2Cl)n1	105	91	128	107	108	104	101	103	73
Cn1c2nc3ccccc3c-2cc2ccccc21	40	48	33	nt	42	46	49	31	50
N[C@@H]1CCC[C@H]1NCCCCN1C(=O)c2cccc3cc([N+](=O)[O-])cc(c23)C1=O	55	73	32	46	34	39	34	22	37
COc1cc(-c2nn(-c3cccc(NC(=O)c4ccc(Br)c(C)c4)c3)cc2-c2ccncc2)ccc1Cl	nt	91	77	91	74	59	91	102	86
NS(=O)(=O)c1ccc(C(=O)N=Nc2c(O)[nH]c3c(Cl)cccc23)cc1	102	98	102	110	100	106	104	107	109
O=c1oc2ccccc2cc1-c1nn(-c2ccccc2)cc1/C=N/Nc1nc(-c2ccccc2)c(N=Nc2ccccc2)s1	71	102	78	57	48	82	83	77	85
CC(NC(=O)c1cccc2c1Oc1ccccc1S2)C(=O)O (stereo not given)	93	111	107	107	nt	94	114	109	105
O=C(Nc1ccc(F)cc1)Nc1ccc(CCO)cc1	105	114	104	117	nt	108	113	111	98
C=CCCC(C)(C(=O)OCC)C(=O)OCC	nt	93	105	106	102	113	109	111	108
c1ccc([P+](Cc2ccccc2C[P+](c2ccccc2)(c2ccccc2)c2ccccc2)(c2ccccc2)c2ccccc2)cc1	73	95	93	107	87	82	97	108	93
CCOC(=O)C(Cc1ccccc1)n1c(O)c(/C=N/c2ncn[nH]2)sc1=S (stereo not given)	91	112	100	110	93	83	93	105	86
Cc1nc2cc(Nc3nc(N4CCCCC4)nc(N4CCOCC4)n3)ccc2n1Cc1ccccc1	79	56	28	-3.5*	nt	47	40	5.4*	-64*
Cc1ccc(C(=O)Nc2ccccc2N)cc1	62	51	59	91	75	71	93	74	100
CC/C(=C(/c1ccc(O)cc1)c1ccc(OCCN2CCCCC2)cc1)c1ccc(OC)cc1	87	91	92	66	8.7*	79	99	71	90
COc1cccc(OC)c1-c1cnc2nonc2n1	98	91	95	87	105	102	98	91	98
COc1ccc(OC)c(Nc2nnc(-c3ccc(OC)c(OC)c3)o2)c1	102	108	104	111	105	106	107	107	110
COc1cccc2c1C(=O)c1c(O)c3c(c(O)c1C2=O)C[C@@](O)(/C(C)=N/NC(=O)c1ccc(Cl)cc1)C[C@@H]3OC1CC(N)C(O)C(C)O1 (stereo not given in full)	-60*	14	-50*	-28*	nt	-36*	5.1*	-0.5*	-9.9*
N#Cc1ccc(C(F)(F)F)nc1N1CCC(C(=O)Nc2ccc(C(F)(F)F)cc2)CC1	39	78	80	86	64	62	91	76	85
CCN1CCN(C(=O)NC(C(=O)N[C@@H]2C(=O)N3[C@@H]2SC(C)(C)[C@@H]3C(=O)O)c2ccccc2)C(=O)C1=O (stereo not given in full)	105	nt	99	114	105	97	120	113	115
COC1OC2COC(c3ccccc3)OC2C(O)C1NC(C)=O (stereo not given)	98	99	100	102	105	105	111	98	107
Cc1ccc(C)c(Cn2c(N3CCC(C(=O)NCc4cccs4)CC3)nc3ccccc32)c1	99	90	99	113	96	91	105	109	98
COc1cccc(N2CCN(C3=CC(=O)C(C)=C(C)C3=O)CC2)c1	106	105	97	99	98	88	91	104	79
Cc1ccccc1OCc1cn(Cc2ccc(-c3ccccc3-c3nn[nH]n3)cc2)nn1	102	99	105	96	102	93	98	112	112
NC(=S)N/N=C\Cn1cc([N+](=O)[O-])c(=O)[nH]c1=O	122	107	110	116	100	81	102	106	102
C=CCn1c(SCC(=O)Nc2ccc(OC)cc2)nnc1-c1ccc(Cl)cc1	98	94	98	nt	105	95	101	99	100
C=C(C)[C@@H]1CC[C@]2(NC(=O)Nc3ccccn3)CC[C@]3(C)[C@H](CC[C@@H]4[C@@]5(C)CCC(=O)C(C)(C)[C@@H]5CC[C@]43C)[C@@H]12	90	104	86	90	74	45	90	100	71
CC(C)OCc1cn[nH]n1	104	nt	100	107	97	105	110	109	108

Entries of single compounds from above. Order of screens: SF-295 | OVCAR-5 | OVCAR-8 | OVCAR-3 | U251 | PC-3 | SK-OV-3 | DU-145 | OVCAR-4
`O=C(Nc1ccc(F)cc1)Nc1ccc(CCO)cc1` as listed: 105 | 114 | 104 | 117 | nt | 108 | 113 | 111 | 98
`Cc1nc2cc(Nc3nc(N4CCCCC4)nc(N4CCOCC4)n3)ccc2n1Cc1ccccc1` as listed: 79 | 56 | 28 | -3.5* | nt | 47 | 40 | 5.4* | -64*
`COc1ccc(OC)c(Nc2nnc(-c3ccc(OC)c(OC)c3)o2)c1` as listed: 102 | 108 | 104 | 111 | 105 | 106 | 107 | 107 | 110
`NS(=O)(=O)c1ccc(C(=O)N=Nc2c(O)[nH]c3c(Cl)cccc23)cc1` as listed: 102 | 98 | 102 | 110 | 100 | 106 | 104 | 107 | 109

Taken from above.
CCCCCN(CCCCC)CC(O)CN1CCCc2ccccc21 (stereo not given) in DU-145: 101
Cc1ccc(C)c(Cn2c(N3CCC(C(=O)NCc4cccs4)CC3)nc3ccccc32)c1 in OVCAR-3: 113
N#Cc1ccc(C(F)(F)F)nc1N1CCC(C(=O)Nc2ccc(C(F)(F)F)cc2)CC1 in OVCAR-4: 85

More results.
Compound	SF-295	OVCAR-5	OVCAR-8	OVCAR-3	U251	PC-3	SK-OV-3	DU-145	OVCAR-4
O=C(Nc1ccc(F)c(Cl)c1)c1cc(-c2ccc(F)cc2F)ccc1O	-82*	0.5*	6.8*	9.9*	11	1.3*	-5.4*	13	13
NS(=O)(=O)c1ccc(NC(=O)N2CCN(C(=O)COc3ccc(Cl)cc3)CC2)cc1	104	100	95	99	99	102	106	107	103
Fc1ccc(-c2nc(-c3nc4ccc(Cl)cc4[nH]3)cc3c2[nH]c2ccccc23)cc1F	66	101	69	84	84	64	106	82	64
CCOC(=O)c1ccc2c(c1)nc(-c1ccccc1)n2C1CCCCC1	94	117	89	108	89	74	37	105	102
COc1cc2c(cc1C)C(=O)c1ccccc1-2	102	102	103	109	97	94	98	102	104
CC(C)CCC[C@@H](C)[C@H]1CC[C@H]2[C@@H]3CC=C4C[C@@H](SC#N)CC[C@]4(C)[C@H]3CC[C@]12C	105	108	97	108	90	87	106	111	125
OCc1cnccc1NC1CCNC1 (stereo not given)	99	104	97	101	93	91	85	109	98
O=C1c2ccccc2C(=O)N1Nc1ccccc1	95	105	77	102	97	90	85	102	121
CCN(CC)CCSCCNc1c(C)cnc2ccc(Cl)cc12	111	121	96	95	97	88	99	109	91
COc1ccc(C(=O)COc2ccc(/C=C3\Oc4ccc5ccccc5c4C3=O)cc2)cc1	102	106	91	115	100	81	98	nt	89
Cc1ccc(-n2nnnc2N)c(C)c1	97	107	108	113	100	105	113	122	99
CCOC(=O)C1=NNC(=O)C1	84	116	105	109	106	89	102	110	103
Cc1ccc(Oc2nc(SCC(=O)Nc3nc4ccc(C)cc4s3)nc(-c3ccccc3)c2C#N)cc1	99	88	96	86	93	86	97	93	90
CNC(=O)NC(=O)CC#N	112	101	100	110	94	97	117	106	nt
Cc1ccccc1N=C(c1ccccc1)C1C(=O)c2ccccc2C1=O	94	103	97	72	88	60	62	nt	101
COc1ccc(OC)cc1	99	nt	105	104	99	94	103	101	99
CC1SC(c2ccc(N(C)C)cc2)N(NC(=O)C(O)(c2ccccc2)c2ccccc2)C1=O (stereo not given)	28	104	77	95	91	nt	98	97	96
Cc1cc(-c2ccco2)c(C#N)c(=O)[nH]1	99	99	99	111	100	109	105	109	100
Cc1nc(Nc2ccc(OCc3c(-c4ccccc4)no[n+]3[O-])cc2)c2c(C)nn(-c3ccccc3)c2n1	108	101	107	114	106	99	109	112	103
NS(=O)(=O)c1ccc(CCn2c(SCC(=O)c3ccccc3)nc3ccccc3c2=O)cc1	98	106	91	109	93	96	105	107	100
COc1ccc(C(=O)/C=C/c2ccc3c(c2)OC(F)(F)O3)cc1S(N)(=O)=O	102	128	103	115	99	106	124	117	119
N=C(Cc1nc(-c2ccc(Cl)cc2)cs1)Sc1ccccc1N	91	83	101	90	93	59	98	103	90
COc1ccc(C)c2sc(N(Cc3cccnc3)C(=O)c3ccc(C#N)cc3)nc12	-29*	24	-11*	15	1.9*	16	13	17	14
COc1cc2c(c(OC)c1OC)CCC(c1cccc(C(=O)Nc3ccccc3Br)c1)O2 (stereo not given)	95	91	80	100	91	76	81	87	85
COc1ccc2c(c1OC)C(=O)N1c3ccccc3N=C(c3ccc(C)cc3)CC21 (stereo not given)	nt	102	104	111	101	91	111	124	97
CCOC(=O)/C(F)=C/C1CC1C1CCN(C(=O)OC(C)(C)C)CC1 (stereo not given)	99	111	103	111	100	96	110	73	95
C1COCC(CC2COCCN2)N1 (stereo not given)	123	106	108	102	106	99	116	101	119
Cc1ccc(-c2nc([P+](c3ccccc3)(c3ccccc3)c3ccccc3)c(S(=O)(=O)c3ccc(C)cc3)o2)cc1	81	25	8.3*	0.2*	3.2*	11	65	26	14
O=c1c2cc(F)ccc2sc2c(N3CCNCC3)nc3ccccc3c12	92	73	11	-80*	-24*	49	84	-32*	-22*
COc1ccc(-c2cncn2-c2ccc(-c3nc4cc(OC)c(OC)c(OC)c4s3)cc2)cc1OC	58	80	71	58	55	40	107	100	70

The results go on.
Compound	SF-295	OVCAR-5	OVCAR-8	OVCAR-3	U251	PC-3	SK-OV-3	DU-145	OVCAR-4
COc1ccc(C(=O)c2c(N)c(C#N)cn2-c2cc(OC)c(OC)c(OC)c2)cc1	106	110	100	114	99	100	109	107	104
O=C(c1sc(-c2ccccc2)cc1O)N1CCOCC1	96	104	97	101	96	93	96	104	102
N#CC1=C(N2CCOCC2)NC2c3ccccc3Sc3ccccc3N2C1=N (stereo not given)	116	109	99	103	99	89	82	98	109
COC(=O)c1c(NC(=O)CC#N)sc(C)c1C	98	110	94	96	94	90	92	103	100
CCN1CCN(C(=O)[C@]23CC[C@@H](C)[C@H](C)[C@H]2C2=CC[C@@H]4[C@@]5(C)C/C(=C/c6cccc(OC)c6OC)C(=O)C(C)(C)[C@@H]5CC[C@@]4(C)[C@]2(C)CC3)CC1	51	68	50	31	38	19	69	57	25
CCOC(=O)c1ccc2ccc3ccccc3c2c1	98	106	101	93	97	86	95	104	92
COc1c(F)ccc(C(=O)Nc2ccc3nc(NC(=O)C4CCCN(S(=O)(=O)c5ccc(Br)s5)C4)sc3c2)c1F (stereo not given)	69	105	95	86	68	56	109	88	68
OCC1(CO)CCCO1	98	108	101	107	100	98	97	116	110
CC(=O)OC1Oc2cc(C)c(C)cc2-c2oc(=O)c(-c3ccccc3)cc21 (stereo not given)	-40*	68	24	-40*	13	-11*	12	15	42
Cc1ccc(Nc2nc(N)[nH]c(=O)c2N=O)cc1	110	99	96	98	103	94	108	106	104
C=CC1CNCCC1CC(=O)OCC (stereo not given)	99	119	99	103	93	88	109	103	107
CC(C)CNCCCNc1ccnc2cc(Cl)ccc12	109	110	93	95	87	70	106	96	95
C=C1CCC2C3(C)COC(C)(C)OC3CCC2(C)C1CC(NCc1cccc(Cl)c1)C1=CCOC1=O (stereo not given)	99	99	99	104	100	96	102	103	96
C/C(=N\N1C(=O)c2ccccc2NC1c1ccc(Br)cc1)c1c(O)cc(C)oc1=O (stereo not given)	111	103	104	108	100	92	102	105	105
Cc1ccc(S(=O)(=O)N2CCC2)cc1	101	105	100	108	100	89	107	116	111
CC(=O)c1nc(Nc2ccc(Cl)cc2)sc1C	100	97	97	102	96	92	90	102	108
C=C(C)[C@@H]1CC[C@]2(C(N)=O)CC[C@]3(C)[C@H](CC[C@@H]4[C@@]5(C)CCCNC(C)(C)[C@@H]5CC[C@]43C)[C@@H]12	81	83	82	89	59	50	87	92	84
COC(=O)[C@]12CC[C@@H](C)[C@H](C)[C@H]1[C@H]1C(=O)C[C@@H]3[C@@]4(C)CC[C@H](OC(C)=O)C(C)(C)[C@@H]4CC[C@@]3(C)[C@]1(C)CC2	97	93	85	96	91	88	101	93	100
COc1cc(C)ccc1C(=O)c1ccc(C)cc1OC	-39*	47	24	-39*	18	18	17	0.5*	63
COc1ccc2c(c1)c(-c1nn3cc(-c4nccs4)nc3s1)cn2C	91	101	99	nt	101	100	115	102	108
Nn1c(SCC(=O)Nc2ccc(Cl)cc2)nnc1-c1cc(F)c(Cl)cc1Cl	88	66	90	84	94	86	90	108	86
COC1OC2COC(c3ccccc3)OC2C(NC#N)C1OS(C)(=O)=O (stereo not given)	99	108	97	104	97	91	96	111	102
Cc1ccn2c(C(=O)c3ccccc3)cc(-c3cc(-c4ccc(N(C)C)cc4)c(C#N)c(N)n3)c2c1	69	83	15	58	32	78	65	56	45
CC(=O)Nc1ccc(S(=O)(=O)N2C(=O)CCC2C(=O)Nc2ccc(Br)cc2)cc1 (stereo not given)	13	78	48	24	22	17	69	44	25
CCOC1CCc2c(C)nc(N)nc2S1 (stereo not given)	99	105	100	113	97	93	111	115	94
